# hcDAF12 agonist: H. contortus DAF-12 nuclear receptor activators, primary screen, cell-based, luminescence, HEK293, lit1-tk-luc reporter. HEK293 hcDAF-12 lit1-tk-luc reporter; 0% DMSO, 100% Δ7-dafachronic acid. activation, % at 6.8 µM. hit rate 1.4% among 370,000. AID 652067, 2013;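 active means activation above the mean of all tested compounds plus 3 SD, cut at about 5.5% in these data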;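 further: 100% = response to 3 µM Δ7-dafachronic acid high control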
# DAX1 inh-1: DAX1 (NR0B1) inhibitors, primary screen, cell-based, HEK293, Gal4-DAX1, luciferase luminescence. Nuclear receptor subfamily 0 group B member 1 (Homo sapiens), P51843. HEK293 Gal4-DAX1 luciferase reporter. inhibition, % at 6.75 µM. hit rate 0.99% among 340,000. AID 504766, 2011;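 active means inhibition above the mean over all tested compounds plus 3 SD, cut at about 4.2% in these data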;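 further: 0% = DAX1-transfected cells with DMSO and 100% = empty-vector control cells with DMSO; inhibition shows as a rise in luminescence from relieved DAX1 repression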
# Target sequence (P51843 207-470 limits assumed): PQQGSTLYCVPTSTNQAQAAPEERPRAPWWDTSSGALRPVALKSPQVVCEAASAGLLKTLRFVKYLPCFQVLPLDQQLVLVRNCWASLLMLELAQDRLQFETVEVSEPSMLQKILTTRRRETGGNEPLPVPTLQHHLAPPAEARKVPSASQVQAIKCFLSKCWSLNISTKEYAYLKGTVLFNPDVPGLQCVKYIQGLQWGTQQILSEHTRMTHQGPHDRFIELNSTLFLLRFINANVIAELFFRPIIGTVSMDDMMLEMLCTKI
# ADAM17 inh: ADAM17 inhibitors, primary screen, biochemical, QFRET; Disintegrin and metalloproteinase domain-containing protein 17 (Homo sapiens), P78536; recombinant ADAM17, EDANS/DABCYL FRET peptide cleavage; inhibition, % at 6.95 µM; hit rate 0.83% among 370,000; AID 720648, 2013;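 active means inhibition above the mean of compounds lying between control limits plus 3 SD, set per campaign, cut at about 8.5% in these data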;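 further: 0% = DMSO-only wells as the low control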
# Target sequence (P78536 215-824 limits assumed): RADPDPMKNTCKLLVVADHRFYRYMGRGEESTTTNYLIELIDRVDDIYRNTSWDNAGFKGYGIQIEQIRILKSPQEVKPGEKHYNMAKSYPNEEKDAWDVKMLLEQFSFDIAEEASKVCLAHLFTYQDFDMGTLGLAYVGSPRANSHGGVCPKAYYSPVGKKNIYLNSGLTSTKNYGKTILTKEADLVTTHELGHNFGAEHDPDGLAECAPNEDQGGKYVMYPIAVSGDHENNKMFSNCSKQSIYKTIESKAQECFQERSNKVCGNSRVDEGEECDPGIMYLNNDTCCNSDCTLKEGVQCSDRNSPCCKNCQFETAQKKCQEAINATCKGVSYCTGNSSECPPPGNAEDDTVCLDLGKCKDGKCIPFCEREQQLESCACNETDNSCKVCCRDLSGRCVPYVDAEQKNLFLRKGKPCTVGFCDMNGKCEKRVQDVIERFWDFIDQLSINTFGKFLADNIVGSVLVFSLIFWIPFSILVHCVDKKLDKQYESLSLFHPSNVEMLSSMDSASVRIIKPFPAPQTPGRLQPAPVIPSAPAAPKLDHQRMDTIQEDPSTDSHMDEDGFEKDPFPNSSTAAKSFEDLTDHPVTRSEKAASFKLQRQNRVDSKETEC
# ssDAF-12 act: S. stercoralis DAF-12 nuclear receptor activators, primary screen, cell-based, luminescence, HEK293, GRIP1 co-expression, lit1-tk-luc | HEK293 ssDAF-12/GRIP1 lit1-tk-luc reporter; % of 3 µM dafachronic acid response | activation, % at 6.8 µM | Nuclear hormone receptor DAF-12 (Strongyloides stercoralis) | hit rate 1% among 370,000;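 active means activation above the mean over all tested compounds plus 3 SD, cut at about 0.9% in these data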;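 further: 0% = DMSO-only wells and 100% = 3 µM delta7-dafachronic acid wells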
# DAX1 inh-2: DAX1 (NR0B1) inhibitors on StAR promoter, primary screen, cell-based, luminescence, SF-1 (NR5A1), full-length DAX-1 | HEK293T StAR-luciferase reporter, SF-1/DAX-1 repression relief | inhibition, % at 6.8 µM | hit rate 1.1% among 370,000 | AID 652010, 2013;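 active means inhibition above the mean over all tested compounds plus 3 SD, cut at about 3.6% in these data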;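 further: 0% = DAX-1 cells with DMSO and 100% = cells lacking DAX-1 with DMSO; higher inhibition means more luminescence from relief of DAX-1 repression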
# ADAM10 inh: human ADAM10 inhibitors, primary screen, biochemical, QFRET, HTS; AID 720582, 2013; inhibition, % at 7 µM; recombinant ADAM10, EDANS/DABCYL FRET peptide cleavage, 3 h; Disintegrin and metalloproteinase domain-containing protein 10 (Homo sapiens), O14672; hit rate 0.62% among 370,000;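 active means inhibition above a per-campaign cutoff equal to the mean of compounds falling between control-based bounds plus 3 SD, cut at about 20% in these data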;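 further: 0% = DMSO wells while the 100% control is not disclosed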
# FXN GAA850 act: FXN promoter activators, primary screen, cell-based, luciferase luminescence, HEK293 lucGAA850; HEK293 lucGAA850 FXN promoter luciferase reporter, 24 h; percent of 10 µM SAHA response; activation, % at 6 µM; hit rate 0.56% among 360,000;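 active means activation above the average of all compounds screened plus 3 SD, cutoff fixed separately per campaign, cut at about 7.5% in these data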;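 further: 0% = DMSO wells and 100% = 10 µM SAHA wells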
# GC-A act: GC-A stimulated cGMP production enhancers – HEK293 GC-A cells, cGMP TR-FRET, EC30 ANP, primary screen. 0% at EC30 ANP, 100% saturating ANP. activation, % at 10 µM. hit rate 0.14% among 370,000; in the data active means activation above about 40%
# hgDAF-12 ag: H. glycines DAF-12 receptor agonists, primary screen, cell-based, luminescence, HEK293, GAL4 fusion, UAS-luciferase. Nuclear hormone receptor DAF-12 (Heterodera glycines), GAL4 fusion. HEK293 GAL4-hgDAF12 UAS-luciferase reporter, agonist luminescence; normalized to butyrate control. activation, % at 6.8 µM. hit rate 1.8% among 370,000;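 active means activation above a cutoff set at the mean of all screened compounds plus 3 SD, cut at about 10% in these data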;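 further: 0% = DMSO wells and 100% = sodium butyrate wells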
# PG9 Ab binder: binders of HIV-1 gp120 antibody PG9, primary screen, biochemical, TR-FRET; TR-FRET gp120-PG9 antibody binding; HIV-1 gp120 / PG9 antibody interaction; hit rate 0.43% among 360,000; inhibition, % at 6.7 µM; in the data active means inhibition above about 8.5%
# SMARCA2 act: SMARCA2 (BRM) function activators, primary screen, cell-based, luminescence, high throughput | MG213 cells, MMTV-luciferase reporter, dexamethasone, overnight | activation, % at 9.1 µM | hit rate 1% among 370,000; in the data active means activation above about 7.8%;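 further: 0% = vehicle wells and 100% = reference activator wells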
# * marks the source's active call; other numbers are inactive results; i = inactive; nt = no result given. An unsorted share of the library; overall some 6.8% were active at least once.
mol,hcDAF12 agonist,DAX1 inh-1,ADAM17 inh,ssDAF-12 act,DAX1 inh-2,ADAM10 inh,FXN GAA850 act,GC-A act,hgDAF-12 ag,PG9 Ab binder,SMARCA2 act
O=c1cc(-c2ccc(O)cc2)oc2ccc(O)cc12,1.8,-0.2,-5,-0.2,2.1,-11,1.4,-7,13*,-0.3,7.9*
COc1ccc(C(=O)NC(C(=O)NCC(=O)Nc2c(C)cccc2C)C(C)C)cc1 (centres undefined),-1.0,-0.6,5,-1.3,0.7,2,0.0,-1,-1.8,-3.1,0
CN(C)S(=O)(=O)c1ccc(Cl)c(NC(=O)CN2C(=O)NC3(CCc4ccccc43)C2=O)c1 (centres undefined),0.0,0.1,0,-0.9,-0.6,-16,0.1,-1,-0.9,-1.6,-2
Oc1ccccc1Nc1nc(NCc2ccccc2)c2ccccc2n1,-2.4,-2.2,3,-1.5,-1.6,15,-1.4,11,-2.8,1.4,-2
Cc1ccc2cc(CN(CC3CCCO3)C(=O)c3cccs3)c(=O)[nH]c2c1 (centres undefined),-0.7,0.0,-3,-0.3,-0.1,3,-0.3,-5,0.2,0.0,-3
CC(Sc1nnc(Cc2cccs2)n1C1CCCCC1)C(=O)NCc1ccco1 (centres undefined),-0.9,1.1,3,-1.7,-0.6,11,-0.5,-8,-1.4,0.3,0
O=C(O)c1ccc(/C=C2/SC(=S)N(Cc3ccccc3)C2=O)cc1,-1.8,1.4,-4,0.0,0.5,-5,-1.8,6,-0.3,0.7,-3
Cc1cc(NC(=O)CN2C(=O)NC(CC(C)C)C2=O)no1 (centres undefined),-0.6,-0.1,11*,-0.2,2.7,0,-1.4,-1,0.2,0.0,-2
Nc1nc(-c2cccnc2)nn1C(=O)COc1ccccc1,1.3,-0.1,0,-0.9,-0.2,4,1.6,1,0.4,-1.9,4
CCN(c1ccc(NC(=O)CSc2nnc3nc(C)cc(C)n23)cc1)C(C)C,-0.3,-1.0,0,-1.0,-0.2,-11,4.7,-4,1.8,0.6,0
CC(C)(C)n1nc2c(c1NC(=O)c1cccs1)CS(=O)C2 (centres undefined),-0.3,0.5,-3,-1.1,0.3,-1,2.3,1,-0.9,1.8,-2
C[C@H](CO)N1C[C@H](C)[C@@H](CN(C)S(=O)(=O)c2ccccc2)Oc2c(NS(=O)(=O)c3cccs3)cccc2C1=O,-1.7,1.1,-2,-1.3,0.2,-1,-1.5,0,1.1,-0.7,1
CCOC(=O)C1=NNC(C(=O)c2ccc(OC)cc2)C1c1ccccc1 (centres undefined),-1.3,0.0,2,-1.2,-0.5,-4,-0.7,-6,-1.3,1.3,1
N/C(=N\OC(=O)/C=C/c1ccccc1Cl)c1ccncc1,6.8*,1.9,0,0.0,9.2*,-2,3.4,8,21*,0.0,4
CCCN1CCN(CCCNC(=O)c2ccc3nc(N4CCCCC4)sc3c2)CC1,2.6,2.0,0,-0.7,4.4*,-6,4.5,0,6.7,-4.3,13*
CN(CC(=O)Nc1ccc(F)c(F)c1F)C(=O)/C=C/c1ccco1,-0.2,0.3,-8,-1.2,0.8,-21,1.4,1,-2.9,0.7,-1
Cc1nc2ccc(NC(=O)c3cc(Cl)ccn3)cc2s1,7.0*,4.0,1,0.1,3.5,2,2.5,-2,16*,-2.0,6
CCn1c(SCC(=O)NCCc2ccccc2)nc2c(c1=O)SC(C)C2 (centres undefined),-0.8,0.2,-4,-1.4,-0.7,-8,0.1,-2,-1.0,-0.5,0
O=C(O)CCC(=O)Nc1ccccc1C(=O)NC1CCCCC1,-0.3,-0.6,-9,-0.2,-0.3,-25,0.5,2,1.6,-0.9,2
O=C(c1ccccc1)n1ccc(-c2cnc(-c3ccccc3)s2)n1,7.7*,0.6,-328,1.0*,4.9*,i,4.7,-3,18*,-1.2,7

# In the list so far, these contain a halogen:
mol,hcDAF12 agonist,DAX1 inh-1,ADAM17 inh,ssDAF-12 act,DAX1 inh-2,ADAM10 inh,FXN GAA850 act,GC-A act,hgDAF-12 ag,PG9 Ab binder,SMARCA2 act
CN(C)S(=O)(=O)c1ccc(Cl)c(NC(=O)CN2C(=O)NC3(CCc4ccccc43)C2=O)c1 (centres undefined),0.0,0.1,0,-0.9,-0.6,-16,0.1,-1,-0.9,-1.6,-2
N/C(=N\OC(=O)/C=C/c1ccccc1Cl)c1ccncc1,6.8*,1.9,0,0.0,9.2*,-2,3.4,8,21*,0.0,4
CN(CC(=O)Nc1ccc(F)c(F)c1F)C(=O)/C=C/c1ccco1,-0.2,0.3,-8,-1.2,0.8,-21,1.4,1,-2.9,0.7,-1
Cc1nc2ccc(NC(=O)c3cc(Cl)ccn3)cc2s1,7.0*,4.0,1,0.1,3.5,2,2.5,-2,16*,-2.0,6

# (list continues)
mol,hcDAF12 agonist,DAX1 inh-1,ADAM17 inh,ssDAF-12 act,DAX1 inh-2,ADAM10 inh,FXN GAA850 act,GC-A act,hgDAF-12 ag,PG9 Ab binder,SMARCA2 act
O=C(Nc1cccc(Oc2ccccc2)c1)C1Cc2c(-c3cccc(F)c3)ccnc2O1 (centres undefined),-2.0,nt,15*,-1.3,-0.5,15,1.0,1,-1.3,0.4,-6
CC(C)Cc1nnc(NC(=O)CN2C(=O)C3CCCCC3C2=O)s1 (centres undefined),-1.9,0.3,-3,-1.4,0.1,-15,0.8,0,-1.6,1.3,1
CSCCNC(=O)c1ccc(C(C)(C)C)cc1,3.7,0.0,-4,1.1*,3.2,6,2.5,1,16*,-0.3,5
O=[N+]([O-])c1ccccc1/C=C/C=N/N1CCCCC1,5.4,7.3*,0,0.1,3.3,-7,4.1,nt,11*,-1.8,4
CNC(=S)NNC(=O)COc1cccc(C)c1C,-2.1,0.4,-5,-0.6,0.0,-10,0.9,-1,-3.3,0.2,-1
O=C(CS(=O)(=O)Cc1ccccc1)Nc1ncccn1,2.9,0.8,1,-1.0,0.0,5,-1.7,4,1.5,-1.2,-2
C[C@H]1[C@@H](NC(=O)c2ccc(O)cc2)CC[C@@]23CCCN2C(=O)CCC[C@@H]13,-1.3,nt,-3,-1.5,nt,-1,nt,2,3.8,nt,nt
CCOC(Cn1cc(C)c(=O)[nH]c1=O)OCC,-0.9,0.5,-6,-1.8,0.4,-7,-0.1,3,-2.2,0.4,-2
CCOc1ccc(NC(=S)Nc2cc(-c3ccccc3)[nH]n2)cc1,0.1,1.9,4,-0.5,-0.1,23*,1.6,4,6.3,0.2,-1
CC(=O)c1ccc(N2CCN(C(=O)c3ccc(OCc4c(C)noc4C)cc3)CC2)cc1,-1.0,1.7,-6,-1.0,-0.5,-2,-0.8,-6,-0.6,-0.5,-1
COc1ccc(C2=NOC(C(=O)NCc3cccs3)C2)cc1OC (centres undefined),-0.5,nt,-4,-1.4,-2.5,0,nt,1,1.7,0.4,0
COc1cc(S(=O)(=O)N(C)C)ccc1F,0.0,0.9,1,-0.8,-0.1,2,2.6,4,0.3,-1.0,0
CC(C)n1cc(/C(N)=N/O)c(=O)n(Cc2ccccc2)c1=O,-1.5,nt,0,-0.5,-0.3,1,2.9,7,-0.6,-0.8,-2
O=C(COC(=O)c1cc([N+](=O)[O-])ccc1N1CCOCC1)NCc1ccc(F)cc1,1.1,0.6,0,-0.9,-1.1,-3,2.5,-2,-1.1,-0.3,-1
NC(=O)C1CCCCc2c1[nH]c1ccc(Cl)cc21 (centres undefined),-2.0,-0.3,-1,-1.2,-0.4,-1,3.7,-12,-0.6,0.0,-1
COc1ccc2c(c1)c1ncn(CCN3CCCCC3)c(=O)c1n2C,0.3,-0.1,-287,-1.3,-0.1,i,1.6,5,-1.3,1.4,-1
CC(=O)c1cccc(NC(=O)c2cccc3ccccc23)c1,-1.2,0.5,2,-0.7,-0.3,7,1.1,0,-0.6,0.5,0
CCOC(=O)/N=C(/NC(=O)Nc1ccc(C(=O)OCC)cc1)OC,-0.6,1.3,1,-0.9,0.4,0,0.1,-4,1.7,0.6,-4
CN(C)C(CNC(=O)CCNC(=O)c1ccc(Cl)cc1)c1ccco1 (centres undefined),-1.5,1.3,-4,-1.1,0.9,-1,1.5,2,1.4,0.6,-2
Cc1ccccc1CC1(CO)CCCN(C(=O)c2cc(Cl)ccc2F)C1 (centres undefined),-1.8,-0.2,-3,-0.9,-0.1,3,0.5,1,-0.2,1.1,-1

# (continued)
mol,hcDAF12 agonist,DAX1 inh-1,ADAM17 inh,ssDAF-12 act,DAX1 inh-2,ADAM10 inh,FXN GAA850 act,GC-A act,hgDAF-12 ag,PG9 Ab binder,SMARCA2 act
CC(C)(C)OC(=O)NC(Cc1ccccc1)C1CC(C#N)C(=O)O1 (centres undefined),-1.4,nt,-5,-1.1,nt,-1,nt,2,-1.1,nt,nt
CC1CCCC(NC(=O)CSc2nncs2)C1C (centres undefined),-0.4,0.8,-5,-1.2,1.5,-17,0.7,1,-0.6,-1.5,-3
Cc1onc(-c2ccccc2Cl)c1C(=O)N1CCCCC1,-1.1,-1.1,0,-1.2,-0.2,3,1.0,1,0.1,-0.9,1
Cc1cccc(-c2noc(C(C)NC(=O)c3ccco3)n2)c1 (centres undefined),-1.5,-0.3,3,-0.6,-0.1,-1,0.9,-2,2.6,-2.5,-5
COc1ccc(C(=O)NNC(=O)c2cc3cc(OC)ccc3oc2=O)cc1,-0.7,1.3,-19,-0.8,0.1,-33,0.4,2,0.5,-2.1,-5
Cc1ccc(S(=O)(=O)NC(C)C(c2cccs2)N2CCOCC2)cc1 (centres undefined),-0.1,-0.4,-5,-0.9,1.1,-2,-0.5,-7,1.5,-0.5,4
COc1ccc(NC(=O)CSc2nccn2Cc2ccco2)c(OC)c1,5.5,1.2,-1,-0.6,2.3,-12,1.7,-3,3.0,-1.7,0

# 3 entries out of the list above, ordered by the value under SMARCA2 act, low to high:
SMILES,SMARCA2 act
COc1ccc(C(=O)NNC(=O)c2cc3cc(OC)ccc3oc2=O)cc1,-5
CC1CCCC(NC(=O)CSc2nncs2)C1C (centres undefined),-3
Cc1ccc(S(=O)(=O)NC(C)C(c2cccs2)N2CCOCC2)cc1 (centres undefined),4
